Screening data from PubChem BioAssay.
KCNQ1 act: potentiators or activators of KCNQ1 channel, primary screen, cell-based, thallium flux, high-throughput; Potassium voltage-gated channel subfamily KQT member 1 (Homo sapiens), P51787; CHO-K1 KCNQ1, thallium flux FluxOR fluorescence; hits give high values; B-score at 10 µM; 0.35% of 310,000 active;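 active = fluorescence ratio B-score, a plate-corrected score, at least three library SD, with initial intensity B-score within 5 SD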
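Doses: Single concentration per compound, DMSO matched to controls | Test system: KCNQ1-transfected CHO-K1 cells | Timing: 90 min dye loading and 20 min compound exposure, both at room temperature | Measured by: Kinetic FluxOR thallium fluorescence, 10-s 1-Hz baseline, 110-s post-stimulus read | Medium: Assay buffer with matched DMSO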
TMEM16A act: TMEM16A chloride channel activators or potentiators, primary screen, cell-based, HTS; Anoctamin-1 (Mus musculus), Q8BHY3; HEK293 TMEM16A/YFP-H148Q/I152L, iodide quench fluorescence; hits give low values; B-score at 10 µM; 0.3% of 340,000 active; AID 623877, 2012;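 active = fluorescence-ratio B-score plate-corrected deviation score at least 3 library SD below zero, with starting fluorescence score within 5 deviations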;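 also: channel opened by trigger with iodide after compound preincubation; score built on the fluorescence ratio of max minus min over baseline; more negative score means more quench and so TMEM16A activation or potentiation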
KCNQ1 inh: inhibitors of human KCNQ1 channel, primary screen, cell-based, thallium flux, high-throughput. Potassium voltage-gated channel subfamily KQT member 1 (Homo sapiens), P51787. 1.3% of 310,000 active. CHO-K1 KCNQ1, FluxOR thallium flux fluorescence; hits give high values. B-score at 10 µM;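 active = compounds whose thallium flux B-score, printed positive for inhibition, exceeds three library SD while starting fluorescence stays within three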;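 also: channel opened by potassium depolarization with thallium stimulus after 20 min compound exposure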
HDAC3 inh: HDAC3 deacetylase inhibitors, primary screen, biochemical, fluorescence, cell-free homogeneous; AID 2718, 2010; 0.15% of 320,000 active; inhibition, % at 8.3 µM; Histone deacetylase 3 (Homo sapiens), O15379; recombinant HDAC3, fluorogenic peptide/trypsin coupled; in the data active = inhibition above about 26%, passing the limit was not always enough; inconclusive = no clear call, values can overlap the other calls
Target sequence (O15379 whole entry, looked up): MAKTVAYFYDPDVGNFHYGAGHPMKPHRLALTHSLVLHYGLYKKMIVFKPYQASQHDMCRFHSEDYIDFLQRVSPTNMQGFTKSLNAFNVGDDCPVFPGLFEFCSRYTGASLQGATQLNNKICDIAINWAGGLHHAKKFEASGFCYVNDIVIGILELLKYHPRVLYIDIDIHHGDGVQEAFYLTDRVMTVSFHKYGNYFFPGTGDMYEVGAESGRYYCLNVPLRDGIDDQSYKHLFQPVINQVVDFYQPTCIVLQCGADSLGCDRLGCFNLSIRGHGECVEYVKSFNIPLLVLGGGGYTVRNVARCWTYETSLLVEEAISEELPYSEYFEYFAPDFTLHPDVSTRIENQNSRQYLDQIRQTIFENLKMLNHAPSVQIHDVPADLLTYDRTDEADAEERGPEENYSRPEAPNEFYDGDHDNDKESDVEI
RGS4 act: RGS4 potentiators or activators, primary screen, cell-based, HEK293 M3R inducible RGS4, calcium flux; B-score at 10 µM; carbachol calcium flux Fluo4; hits give low values; AID 463111, 2010; 0.92% of 310,000 active;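 active = B-score of the integrated calcium signal more than 4 SD below the library mean, with starting fluorescence not abnormally high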;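 also: negative B-score means reduced calcium response which marks RGS4 activation or potentiation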
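Reagent: ECmax carbachol challenge; Test system: M3R-expressing HEK293 line, RGS4 induced by doxycycline; Schedule: overnight RGS4 induction, 30 min dye load 37 °C, 20 min compound RT; Detection: calcium dye Fluo4 fluorescence; Read-out: Agonist-evoked peak-minus-minimum fluorescence over baseline, integrated ratio, B score.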
KCNK9 inh: KCNK9 potassium channel inhibitors, primary screen, HEK293 cells, thallium flux; B-score at 10 µM; 1.2% of 310,000 active; FluxOR thallium flux fluorescence; hits give low values; Potassium channel subfamily K member 9 (Homo sapiens), Q9NPC2;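 active = ratio B-score over 3 SD below the library mean, with starting fluorescence within 5 SD of its mean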;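 also: negative B-score means less thallium flux so channel inhibition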
ANO1 block: TMEM16A chloride channel inhibitors, primary screen, cell-based, HTS. Anoctamin-1 (Mus musculus), Q8BHY3. HEK293 TMEM16A/YFP iodide influx fluorescence, ionomycin. normalized B-score (activity score, 25-100; higher = stronger inhibition) at 10 µM. 1.2% of 310,000 active;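 active = ratio plate-corrected score three or more library SD toward inhibition, starting fluorescence score within five deviations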;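 also: score derived from kinetic fluorescence span divided by baseline fluorescence per well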
hERG rescue: hERG rescue from dofetilide block, primary screen, cell-based, CHO-hERG, FluxOR thallium flux, dofetilide IC70 | activation (rescue from dofetilide block), less the hit threshold, % at 10 µM | Voltage-gated inwardly rectifying potassium channel KCNH2 (Homo sapiens), Q12809 | dofetilide IC70 present | 0.51% of 310,000 active;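 active = activation above the mean of controls blocked by dofetilide plus 5 SD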;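 also: thallium influx through hERG after potassium depolarization seen as dye fluorescence rise; in these data hits start at about 4.7%; inactives centre near -7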
KCNK3 block: human KCNK3 channel inhibitors, primary screen, CHO cells, FluxOR thallium flux, B-score; FluxOR fluorescence; hits give low values; B-score at 10 µM; 0.84% of 340,000 active;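 active = B-score under library mean minus 4 SD, starting fluorescence ratio at most library mean plus 5 SD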;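 also: more negative B-score means stronger inhibition of thallium flux through KCNK3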
Target sequence (O14649 whole entry, looked up): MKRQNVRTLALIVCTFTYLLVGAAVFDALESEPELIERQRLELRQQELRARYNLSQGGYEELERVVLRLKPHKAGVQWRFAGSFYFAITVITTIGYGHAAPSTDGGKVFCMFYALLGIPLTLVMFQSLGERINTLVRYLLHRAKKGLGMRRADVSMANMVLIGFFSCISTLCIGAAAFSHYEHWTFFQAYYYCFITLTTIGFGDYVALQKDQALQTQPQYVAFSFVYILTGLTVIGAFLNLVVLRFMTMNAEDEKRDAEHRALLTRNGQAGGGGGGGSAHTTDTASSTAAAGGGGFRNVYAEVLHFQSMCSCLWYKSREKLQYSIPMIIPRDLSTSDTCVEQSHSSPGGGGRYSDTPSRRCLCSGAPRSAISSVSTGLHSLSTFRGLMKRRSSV
SKKanGAS inh: S. pyogenes SKKanGAS growth inhibitors in kanamycin, primary screen, streptokinase expression inhibitor project, SKKanGAS strain, BacTiter-Glo luminescence; 6 h; inhibition, % at 7.5 µM; 1.3% of 300,000 active; AID 1662, 2009;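 active = mean replicate score, as percent of positive control median, at least 50; inconclusive = mean below 50 but one replicate at or above 50; inactive = mean and every replicate below 50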;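 also: strain carries kanamycin resistance gene driven by streptokinase promoter and grows in 40 µg/ml kanamycin; loss of luminescence reflects streptokinase promoter inhibition or plain growth inhibition; 0% = median of DMSO wells and 100% = positive control at its reference dose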
RGS4 block: RGS4 inhibitors, primary screen, cell-based, HEK293 M3R inducible RGS4, calcium flux; Fluo-4 calcium flux; hits give high values; triggered by carbachol at its EC20; B-score at 10 µM; 0.45% of 310,000 active; Regulator of G-protein signaling 4 (Homo sapiens), P49798;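 active = B-score, a plate-corrected calcium signal, over three deviations above library mean, with baseline fluorescence within five deviations of library mean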;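 also: RGS4 expression induced by doxycycline in cells with stable M3 receptor; B-score is computed from the integrated fluorescence ratio over baseline after carbachol; higher B-score means a larger calcium signal and so more RGS4 inhibition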
Target sequence (P49798 whole entry, looked up): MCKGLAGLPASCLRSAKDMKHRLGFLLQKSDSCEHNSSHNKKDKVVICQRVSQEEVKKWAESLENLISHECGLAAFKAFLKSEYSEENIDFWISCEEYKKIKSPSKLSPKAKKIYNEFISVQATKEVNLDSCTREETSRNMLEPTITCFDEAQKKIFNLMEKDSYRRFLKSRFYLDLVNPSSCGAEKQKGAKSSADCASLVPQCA
Starred values were filed as active, the others as inactive; i = inactive; ? = inconclusive; . = no result given.

no.	mol	KCNQ1 act	TMEM16A act	KCNQ1 inh	HDAC3 inh	RGS4 act	KCNK9 inh	ANO1 block	hERG rescue	KCNK3 block	SKKanGAS inh	RGS4 block
1	CCOC(=O)C1(CC2CCCCO2)CCN(S(=O)(=O)c2ccc(C)s2)CC1 (configuration not stated)	i	i	i	3	i	i	i	-5	i	9	i
2	CCC1(c2ccccc2)NC(=O)N(CC(=O)N(C)CC(=O)Nc2cccc(F)c2)C1=O (configuration not stated)	i	i	i	-3	i	i	i	-10	i	-5	i
3	Cc1nnc(N/N=C/c2c(O)n(-c3cccc(C(F)(F)F)c3)c(=O)c3ccccc23)[nH]c1=O	i	.	i	7	i	i	i	-20	.	29	i
4	CN(CCOc1ccc(Br)cc1)CC(=O)Nc1cccc(S(=O)(=O)NC2=NCCC2)c1	i	i	i	-2	i	i	i	-5	i	-13	i
5	CCCCn1c(N)c(N(CC)C(=O)CSCc2ccc(C)cc2)c(=O)[nH]c1=O	i	i	i	5	i	i	i	-12	i	1	i
6	COc1ccccc1C(=O)NNC(=O)C(=O)Nc1ccc(C)cc1	i	i	i	6	i	i	i	47*	i	39	i
7	COC(=O)c1ccc(NC(=O)c2ccccc2SC)cc1	i	i	i	4	i	i	i	-12	i	-4	i
8	COc1ccc(N2CCN(C(=O)CSc3nnc4c(C)cc5cc(C)ccc5n34)CC2)cc1	i	i	i	-1	i	i	i	-19	i	9	i
9	C=C1CCN(C(C(=O)OC)C(C)C)S(=O)(=O)c2ccc(F)cc21 (configuration not stated)	i	i	i	-1	i	i	i	-6	i	-5	i
10	CCOc1ccc(N2C(=O)CC(N3CCN(C(=O)CN4CCCC4)CC3)C2=O)cc1 (configuration not stated)	i	i	i	14	i	i	i	-2	i	1	i
11	O=C(COC(=O)c1cc[n+]([O-])cc1)Nc1ccc2c(c1)OCCO2	i	i	i	2	i	i	i	-10	i	-7	i
12	O=C(O)CCn1c(=O)[nH]c(=O)n(CCC(=O)O)c1=O	i	i	i	-2	i	i	i	-7	i	2	i
13	CC1CCN(CCCNC(=O)c2coc3nc4ccccc4nc23)CC1	i	i	i	2	i	i	i	-7	i	9	i
14	O=C(Nc1nc(-c2ccncc2)cs1)C1COc2ccccc2O1 (configuration not stated)	i	i	i	3	i	i	i	-13	i	-9	i
15	CC(=O)c1cccc(CN2CCC(C(=O)Nc3ccc(Oc4cccnc4)cc3)CC2)c1	i	i	i	-3	i	i	i	-11	i	-15	i
16	COc1ccc(-c2csc(N(CCCN(C)C)C(=O)c3ccccc3F)n2)cc1	i	i	i	9	i	i	i	-1	i	0	i
17	COc1ccc(C(=O)/C=C/c2ccc3c(c2)OCCO3)cc1	i	i	i	3	i	i	i	-7	i	-2	i
18	COc1ccc(OCc2nc(-c3ccc(F)c(F)c3)cs2)cc1	i	i	i	-10	i	i	i	-5	i	-17	i
19	Cc1c(NC(=O)c2nn3c(c2Br)NC(c2ccccc2)CC3C(F)(F)F)c(=O)n(-c2ccccc2)n1C (configuration not stated)	i	i	i	1	i	i	i	-7	i	3	i
20	O=C(c1ccccc1)N1N=C(c2ccco2)CC1c1cccs1 (configuration not stated)	i	i	i	-2	i	i	i	-7	i	-11	i
21	COc1ccccc1N1CCN(c2cc(C)nc3nc(C)nn23)CC1	i	i	i	-1	i	i	i	-4	i	-5	i
22	COc1cc(/C=C/C(=O)OCC(=O)NCCC2=CCCCC2)ccc1O	i	i	i	?	i	i	i	-6	i	25	i
23	Cc1cc(C)nc(NC(=O)c2ccc(Cl)cc2Cl)n1	i	i	i	.	i	i	i	-5	i	-9	i
24	COc1cccc(NC(=O)C2CCCN2C(=O)Nc2cccc(F)c2)c1 (configuration not stated)	i	i	i	-7	i	i	i	-5	i	-2	i
25	CCSc1nnc(-c2cc(Br)ccc2NC(C)=O)c(=O)[nH]1	i	i	i	-3	i	i	i	-11	i	7	i
26	CCC(=O)N1CCC2(CC1)Oc1ccc(Cl)cc1C(=O)C21CC(c2ccc(Cl)cc2)=NO1 (configuration not stated)	i	i	i	-8	i	i	i	-3	i	16	i
27	COc1ccc(S(=O)(=O)NCCCn2ccnc2)cc1C(C)(C)C	i	i	i	-3	i	i	i	-9	i	5	i
28	Cc1cccc(OCc2nc(-c3ccccn3)n[nH]2)c1	i	i	i	-1	i	i	i	-5	i	-3	i
29	CCCCCCn1c(SCC(=O)c2ccccc2)nc2c1c(=O)[nH]c(=O)n2C	i	i	i	.	i	i	i	-8	i	73*	i
30	COc1ccc(C(=O)OCC(=O)Nc2ccccc2)cc1[N+](=O)[O-]	i	i	i	4	i	i	i	-21	i	-5	i
31	Cc1ccc(C(=O)Nc2ccc(N3CCN(C)CC3)cc2)c(Cl)c1	i	i	i	0	i	i	i	-5	i	-3	i
32	O=C(Cc1cccs1)Nc1nnc(SCC(=O)NC2CCCCC2)s1	i	i	i	0	i	i	i	3	i	-4	i
33	CC1CCC(C(C)C)C(OC(=O)C2=C3c4ccccc4S(=O)(=O)N3CC2)C1 (configuration not stated)	i	i	i	-9	i	i	i	-11	i	14	i
34	COCCn1c(Cc2ccccc2)nnc1SCC(=O)N(C)C	i	i	i	-3	i	i	i	-8	i	-1	i
35	Cc1nc2ccccc2cc1C(=O)O	i	i	i	-9	i	i	i	-2	i	1	i
36	COc1ccc(S(=O)(=O)N2CCCN(CC(=O)Nc3ccccc3F)CC2)cc1	i	i	i	2	i	i	i	-3	i	4	i
37	Cc1nn2c(NCc3ccccn3)cc(C(C)C)nc2c1-c1ccccc1	i	i	i	-4	i	i	i	-7	i	101*	i
38	Cc1cc2ncc(C(=O)Nc3ccccc3)c(C)n2n1	i	i	i	6	i	i	i	-8	i	-5	i
39	CCCn1c(C)cc(/C=C(\C#N)C(=O)OCC(=O)N(C)c2c(N)n(Cc3ccccc3)c(=O)[nH]c2=O)c1C	i	i	i	0	i	i	i	-15	i	1	i
40	COc1ccccc1N1CCN(/N=C/c2c(C)nn(-c3ccccc3)c2C)CC1	i	i	i	1	i	i	i	-14	i	2	i
41	O=c1[nH]c(CSc2ncn[nH]2)nc2ccccc12	i	i	i	-1	i	i	i	-13	i	-6	i
42	COc1ccc(C(=S)N2CCC(C(N)=O)CC2)cc1Br	i	i	i	1	i	i	i	-7	i	-1	i
43	O=C(CCn1cnc2ccccc2c1=O)Nc1ccc(S(=O)(=O)N2CCCCC2)cc1	i	i	i	-11	i	i	i	-8	i	7	i
44	COc1ccccc1OCC(=O)Nc1ccc(S(=O)(=O)N2CCCC2)cc1	i	i	i	4	i	i	i	-9	i	0	i
45	O=C(Nc1nc(-c2ccc(Br)cc2)cs1)c1cccnc1	i	i	i	-4	i	i	i	-10	i	-5	i
46	COc1ccc(OC)c(C2=Nn3c(nnc3-c3ccncc3)SC2)c1	i	i	i	4	i	i	i	-11	i	5	i
47	O=C(/C=C/c1cn(-c2ccccc2)nc1-c1cccnc1)N1CCCCC1	i	i	i	7	i	i	i	-7	i	2	i
48	O=C(c1ccc(C(F)(F)F)cc1)N1CCC(=O)N(C(COCc2ccc(Cl)cc2)Cc2ccccc2)CC1 (configuration not stated)	i	i	i	14	i	i	i	-11	i	23	i
49	Cc1nnc(SCSc2nnc(C)s2)s1	i	i	i	-4	i	i	i	-7	i	-17	i
50	CN(C)Cc1c(C(=O)N/N=C/c2cccc(OCc3ccc(F)cc3)c2)nnn1-c1nonc1N	i	i	i	-1	i	i	i	-2	i	1	i

Profiles, looked up by structure:
Cc1nn2c(NCc3ccccn3)cc(C(C)C)nc2c1-c1ccccc1 across the screens: KCNQ1 act = i; TMEM16A act = i; KCNQ1 inh = i; HDAC3 inh = -4; RGS4 act = i; KCNK9 inh = i; ANO1 block = i; hERG rescue = -7; KCNK3 block = i; SKKanGAS inh = 101*; RGS4 block = i
CCCCCCn1c(SCC(=O)c2ccccc2)nc2c1c(=O)[nH]c(=O)n2C across the screens: KCNQ1 act = i; TMEM16A act = i; KCNQ1 inh = i; HDAC3 inh = .; RGS4 act = i; KCNK9 inh = i; ANO1 block = i; hERG rescue = -8; KCNK3 block = i; SKKanGAS inh = 73*; RGS4 block = i

Results in KCNQ1 inh, for some of the entries so far:
cpd	Compound	KCNQ1 inh
42	COc1ccc(C(=S)N2CCC(C(N)=O)CC2)cc1Br	i
18	COc1ccc(OCc2nc(-c3ccc(F)c(F)c3)cs2)cc1	i
29	CCCCCCn1c(SCC(=O)c2ccccc2)nc2c1c(=O)[nH]c(=O)n2C	i
1	CCOC(=O)C1(CC2CCCCO2)CCN(S(=O)(=O)c2ccc(C)s2)CC1 (configuration not stated)	i

(continued)
no.	mol	KCNQ1 act	TMEM16A act	KCNQ1 inh	HDAC3 inh	RGS4 act	KCNK9 inh	ANO1 block	hERG rescue	KCNK3 block	SKKanGAS inh	RGS4 block
51	CCN1C(=O)C(O)(CC(=O)c2ccc3c(c2)OCCO3)c2ccccc21 (configuration not stated)	i	i	i	-4	i	i	i	-3	i	1	i
52	O=C(CN1C(=O)C2C3CCC(C3)C2C1=O)OCC(=O)c1ccc(Br)cc1 (configuration not stated)	i	i	i	2	i	i	i	-11	i	-2	i
53	CCOC(=O)c1c(-c2ccc(C)cc2)csc1NC(=O)C1CC=CCC1C(=O)O (configuration not stated)	i	i	i	-9	i	i	i	-11	i	11	i
54	C=CCN1CN(Cc2ccco2)CNC1=S	i	i	i	0	i	i	i	-13	i	-7	i
55	CCOC(=O)c1oc2ccc3c(c2c1C)C(=O)CC1(CCN(C(=O)OCC)CC1)O3	i	i	i	2	i	i	i	-3	i	4	i
